# Assay outcomes deposited in PubChem by several laboratories.
# Myeloid diff 2: induction of myeloid progenitor differentiation, primary screen, cell-based, flow cytometry, MLPCN library | ER-HoxA9 myeloid progenitors, lysozyme-GFP differentiation | calls only at 10 µM | 1% of 360,000 active | AID 624256, 2012;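 active = normalized GFP-positive differentiation at or above the plate's own cutoff, the solvent-only control mean plus 3 SD; inconclusive = no clear call, values can overlap the other calls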;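 note: cells exposed to compound for four days before flow analysis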
# LYP inhibition: inhibitors of LYP phosphatase, biochemical, fluorescence intensity, uHTS (AID 1779) | recombinant LYP phosphatase, fluorescence intensity; higher % means a stronger effect | inhibition, % at 11.5 µM, or IC50 in µM where a hit was titrated | 0.054% of 290,000 active; in the data active = inhibition above about 50%;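 note: plate controls were vehicle with enzyme for no effect and no enzyme for full effect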
# MgcRacGAP inhibition: MgcRacGAP GTPase-activating activity inhibitors, confirmation, biochemical, ADP Hunter fluorescence. MgcRacGAP-stimulated Rac1 GTP hydrolysis, ADP Hunter fluorescence; higher % means a stronger effect; GST-tagged Rac1 F28L mutant substrate. AID 624330, 2012. Rac GTPase-activating protein 1 (Homo sapiens). 0.6% of 340,000 active. inhibition, % at 30 µM, or IC50 in µM where a hit was titrated;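 active = first-screen hits whose inhibition reached a set limit at any dose in the follow-up dose series; inconclusive = inhibition above the set first-screen limit but never retested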;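 note: fluorescence reports GDP produced by GAP-driven GTP hydrolysis; strong numbers were not always called active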
# Siah-1 displacement: Siah-1 peptide-binding antagonists, primary screen, biochemical, fluorescence polarization, rhodamine-plectin, uHTS (AID 1817); 0.02% of 290,000 active; one-dose displacement, % at 20 µM; IC50 in µM for titrated hits; Siah-1 / rhodamine-plectin peptide fluorescence polarization; higher % means a stronger effect; E3 ubiquitin-protein ligase SIAH1 (Homo sapiens);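 active = displacement of at least 50% at 20 µM, with a fluorescence ratio check between 0.3 and a set limit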;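 note: plate controls were Siah plus tracer with DMSO for no effect and tracer alone without Siah for full effect; strong numbers were not always called active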
# GPR35 antagonists: GPR35 antagonists blocking zaprinast-driven arrestin recruitment, primary screen, imaging, U2OS, beta-arrestin-GFP, zaprinast agonist (AID 2058). U2OS GPR35 beta-arrestin-GFP translocation imaging, zaprinast antagonism; higher % means a stronger effect. one-dose inhibition, % at 10 µM; IC50 in µM for titrated hits. 0.052% of 290,000 active;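 active = inhibition of at least 50% with at least 30 cells and total cytoplasm GFP at most 10,000,000; inconclusive = under 30 cells or total GFP of 10,000,000 plus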
# NTR1 ag: agonists of NTR1, primary screen, imaging, U2OS cells, beta-arrestin-GFP, high content (AID 493036). Neurotensin receptor type 1 (Homo sapiens), P30989. NTR1-U2OS beta-arrestin-GFP spot imaging, agonist mode. activation, % at 20 µM. 0.17% of 330,000 active;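 active = activation at or above 40% of the spot to cytoplasm intensity ratio, with at least 20 cells analyzed; inconclusive = wells under 20 cells, flagged as cytotoxic or low count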;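 note: 0% = DMSO without peptide and 100% = 100 nM NTR1 peptide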
# Target sequence (P30989 whole entry, looked up): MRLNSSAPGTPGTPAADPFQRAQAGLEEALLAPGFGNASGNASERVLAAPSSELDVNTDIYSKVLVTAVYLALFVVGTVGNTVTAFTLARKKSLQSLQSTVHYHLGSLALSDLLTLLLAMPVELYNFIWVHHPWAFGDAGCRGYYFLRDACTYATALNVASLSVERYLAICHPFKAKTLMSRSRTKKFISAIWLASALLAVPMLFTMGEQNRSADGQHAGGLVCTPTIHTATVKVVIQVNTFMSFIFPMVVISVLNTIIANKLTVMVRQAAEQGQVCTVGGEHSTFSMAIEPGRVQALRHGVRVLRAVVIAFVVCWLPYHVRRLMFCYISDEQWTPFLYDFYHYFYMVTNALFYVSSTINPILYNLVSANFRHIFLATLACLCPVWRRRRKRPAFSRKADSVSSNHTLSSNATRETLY
# HIV peptide binding: inhibitors of HIV fusion peptide binding, primary screen, biochemical, uHTS, fluorescence dequenching (AID 1986) | 0.3% of 290,000 active | cell-free peptide binding, fluorescence dequenching, 30 min; higher % means a stronger effect | inhibition, % at 20 µM; hits with a dose series show IC50 in µM; in the data active = inhibition mostly above about 52%, no sharp cut-off; inactive = mostly below about 76%; note: some results filed as inactive read as strong as hits
# PhoP inhibition: inhibitors of PhoP regulon expression, primary screen, Salmonella Typhimurium, GFP reporter (AID 1863); S. Typhimurium PhoP-regulated promoter GFP reporter, 4 h; higher % means a stronger effect; inhibition, % at 50 µM; hits with a dose series show IC50 in µM; 0.16% of 300,000 active;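 active = inhibition over 29.93%, a cutoff 3 SD above the screen mean, later confirmed by dose response; inconclusive = inhibition over 29.93% but no dose response follow-up; inactive = inhibition at most 29.93% or unconfirmed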;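 note: 0% = low Mg2+ inducing control and 100% = high Mg2+ repressing control; strong numbers were not always called active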
# GPR55 LPI antagonism: GPR55 antagonists blocking LPI-driven arrestin recruitment, primary screen, imaging, U2OS, beta-arrestin-GFP, LPI agonist (AID 2013); 0.13% of 290,000 active; inhibition, % at 10 µM; hits with a dose series show IC50 in µM; U2OS GPR55 beta-arrestin-GFP translocation imaging, LPI antagonism; higher % means a stronger effect; G-protein coupled receptor 55 (Homo sapiens);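 active = spots per cell inhibited over 60%, with over 100 cells counted and total cytoplasm intensity under 500,000; inconclusive = wells with under 100 cells, flagged as likely toxic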;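 note: U2OS cells stably carrying GPR55 and arrestin-GFP stimulated by 5 µM LPI near EC80; imaged beta-arrestin-GFP aggregate spots per cell after agonist stimulation; plate controls were LPI-stimulated DMSO wells for no effect and DMSO wells without LPI for full effect; some results filed as inactive read as strong as hits; confirmed hits need IC50 under 10 µM and bright autofluorescent wells are also inconclusive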
# NTR1 ag cell count 20 µM: also measured in NTR1 ag; calls as there; cell count; measured here: cell count, cytotoxicity flag
# Myeloid diff 2 GFP+ MAC1+ %: second read-out of Myeloid diff 2, no call of its own (marks repeat the call); GFP+ MAC1+ double positive, %; measured here: differentiation confirmed by MAC1 staining
# * marks the source's active call; other numbers are inactive results; i = inactive; ? = inconclusive; nt = not tested or not shown.
SMILES,Myeloid diff 2,Myeloid diff 2 GFP+ MAC1+ %,LYP inhibition,MgcRacGAP inhibition,Siah-1 displacement,GPR35 antagonists,NTR1 ag,NTR1 ag cell count 20 µM,HIV peptide binding,PhoP inhibition,GPR55 LPI antagonism
CCCCC1=CC2=C(c3ccco3)C(=O)C(C)(OC(=O)c3ccc(OC)cc3)C(=O)C2=CN1Cc1ccccc1 (centres undefined),i,2.4,-9%,4%,-6%,15%,7.7,54,16%,-7%,-3%
COCc1ccc(C(=O)N2CCCC(C(=O)c3cc(F)ccc3F)C2)s1 (centres undefined),i,0.3,-8%,7%,4%,15%,0.4,46,1.1%,3%,-2%
CCOc1cc(CNc2ccccc2)cc(Br)c1OCc1ccccc1F,i,1.2,-1%,7%,3%,1%,2.4,85,-1.6%,3%,25%
CCOC(=O)c1ccc(NC(=O)Cn2nnc(-c3ccccc3)n2)cc1,i,1.3,-2%,6%,7%,-11%,-0.1,57,-1.1%,-1%,11%
CCOc1ccc(CCNC(=O)CN2C(=O)c3cccnc3Oc3ccc(Cl)cc32)cc1,i,6.0,-10%,6%,-2%,22%,-0.5,43,0.8%,-5%,0%
CC(C)C(=O)N1CCN(c2cc(N3CCN(C)CC3)c(F)cc2[N+](=O)[O-])CC1,i,0.9,-7%,-9%,-3%,20%,-1.9,46,0.4%,6%,4%
CCn1nc(CC(=O)Nc2nnc(CC(=O)N3CCOCC3)s2)c2ccccc2c1=O,i,0.5,-10%,3%,-2%,0%,-0.3,41,1.8%,3%,9%
Cc1cc(C)c(NC(=O)CSc2nc(=O)n(CCN3CCOCC3)c3c2CCCC3)c(C)c1,i,0.8,nt,4%,nt,nt,-0.7,44,nt,7%,nt
O=C(COc1ccccc1F)NNC(=O)c1cccc(-n2cccc2)c1,i,0.0,1%,-4%,0%,-8%,-0.5,44,1.3%,-1%,4%
Cc1ccnc(SCC(=O)N2CCN(c3cccc(Cl)c3)CC2)n1,i,0.7,-2%,10%,-2%,11%,-1.5,89,-1.6%,7%,10%
O=C(NCCc1ccc(Cl)cc1)Nc1cccc(Cl)c1,i,0.4,1%,10%,6%,2%,9.6,31,1.6%,-6%,14%
CCOC(=O)c1cnc(SCC(=O)Nc2cc(OC)cc(OC)c2)nc1N,i,2.8,-8%,9%,0%,-5%,0.3,45,0.6%,21%,24%
CNC(=O)c1[nH]cnc1C(=O)Nc1ccc(C)cc1,i,1.4,-3%,5%,-4%,27%,-1.4,90,-0.9%,-2%,-4%
Clc1cccc(Oc2ncccn2)c1,i,0.4,-6%,4%,9%,-6%,2.3,71,3.0%,0%,10%
CCCOc1ccc(/C=N/NC(=O)c2c(-c3ccccc3)noc2C)cc1OC,i,0.6,-1%,7%,-1%,6%,-0.2,58,0.2%,-2%,9%
COc1ccc(CCn2c(-c3cc([N+](=O)[O-])cc([N+](=O)[O-])c3)nc3nc4ccccc4nc32)cc1,i,1.0,12%,4%,-6%,-10%,7.4,57,-3.1%,0%,0%
CSc1nsc(SCC(=O)Nc2ccc(Br)cn2)n1,i,0.8,-8%,6%,-4%,-7%,0.7,55,-1.9%,1%,-16%
C[n+]1cc(-c2ccccc2)oc1-c1ccccc1,i,0.0,-9%,-5%,-3%,-14%,0.7,46,-1.3%,1%,6%
c1ccc(SCc2nc(-c3ccccn3)no2)cc1,i,0.6,-2%,4%,-1%,1%,1.7,27,-2.9%,15%,-17%
Cc1ccc(NC2CCCN(C(=O)CCc3cn[nH]c3)C2)cc1C (centres undefined),i,0.6,0%,14%,10%,-12%,0.2,68,0.8%,-2%,14%
COC(=O)/C(C#N)=C/c1ccc(N2CCOCC2)c([N+](=O)[O-])c1,i,0.6,-2%,10%,4%,-15%,0.0,44,-1.9%,-11%,4%
O=c1[nH]c(CO)nc2c1oc1ccccc12,i,0.7,-10%,13%,1%,-10%,-0.1,41,2.7%,28%,1%
Cc1c(C#N)c(O)n(C)c(=O)c1N=Nc1ccc(S(N)(=O)=O)cc1,i,0.6,2%,6%,-6%,-7%,nt,nt,3.0%,-20%,5%
CC(=O)C1C(c2ccc(F)c(F)c2)NC(=O)NC1(O)C(F)(F)F (centres undefined),i,1.5,1%,2%,8%,-6%,-0.1,67,4.5%,-3%,3%
CCOC(=O)c1nc2nc(C)c(Cl)c(=O)n2[nH]1,i,0.9,2%,4%,1%,-2%,-5.1,88,3.5%,-15%,12%
CCOC(=O)c1nnn(CC(=O)Nc2ccccc2OC)c1C(=O)OCC,i,0.6,-8%,6%,1%,-4%,3.0,57,-1.3%,-6%,15%
Cc1cccc(C)c1OCc1n[nH]c(=S)n1-c1ccccc1,i,0.6,-5%,-3%,0%,13%,-0.5,39,-2.1%,-4%,6%
Fc1cccc(Cn2cc(C(=S)N3CCOCC3)c3ccccc32)c1,i,0.5,6%,3%,2%,12%,3.3,76,0.3%,2%,0%
CCCC(C(=O)NCCC(C)C)N(Cc1ccc(OC)cc1)C(=O)c1snc(C(N)=O)c1N (centres undefined),i,0.9,-8%,4%,-5%,17%,0.7,68,-2.5%,0%,-6%
O=C(CCSCCc1ccccn1)Nc1ccc(Cc2ccncc2)cc1,i,0.2,-3%,2%,-5%,10%,-0.7,100,-0.8%,-8%,9%
Cc1cc(-c2ccccc2)nc2cc(C(=O)OC(C)C)nn12,i,0.2,-9%,12%,0%,10%,1.4,65,1.0%,-10%,-1%
COC(=O)C1=C(C)N(Cc2ccccc2)C(=O)N[C@H]1c1ccco1,i,1.4,nt,6%,nt,nt,-4.7,87,nt,-1%,nt
Cc1cc(C)c(C)c(OCC(=O)N2CCCCCC2)c1,i,1.3,-6%,6%,-1%,-1%,-1.3,85,2.2%,0%,4%
Cc1ccc(S(=O)(=O)NCCc2cc3ccc(C)cc3[nH]c2=O)cc1,i,1.0,-3%,-2%,6%,2%,0.5,61,-1.2%,4%,4%
O=C(N[C@@H](Cc1ccc(O)cc1)C(=O)O)C(c1ccccc1)c1ccccc1,i,2.2,1%,9%,3%,-12%,0.5,62,-0.3%,-2%,7%
COCCCN1CN=C(NS(=O)(=O)c2ccc(C)cc2)NC1,i,0.7,-9%,-1%,1%,6%,-0.1,42,0.0%,-3%,2%
COc1ccc(C(=O)N/C(=C\c2cn(S(=O)(=O)N(C)C)c3ccccc23)C(=O)NCCCn2ccnc2)cc1,i,1.6,-9%,17%,-1%,7%,-0.3,65,-1.5%,2%,13%
COc1ccc(Cn2ccnc2SCC(=O)NC2CCCCC2)cc1,i,1.2,-7%,0%,-3%,9%,0.5,43,0.5%,3%,-4%
CCn1c(CO)nc2c1c(=O)[nH]c(=O)n2Cc1ccccc1,i,1.0,-9%,-4%,2%,1%,0.5,84,-1.2%,-5%,-6%
CCCCC(O)(CCN1CCOCC1)c1ccc(Cl)cc1 (centres undefined),i,2.2,-12%,-3%,1%,-4%,-0.9,51,-4.2%,10%,-1%
CCCCC[C@H](O)/C=C/C1=C(CCCCCCC(=O)O)C(=O)CC1,i,1.1,-1%,6%,6%,-10%,-0.8,59,28%,3%,4%
O=C(C1CCCO1)N1CCC(c2nc3ccccc3[nH]2)CC1 (centres undefined),i,7.3,-8%,2%,9%,3%,-0.7,56,-2.0%,-16%,13%
CC(C)c1[nH]nc2c1C(C1C=CCCC1)C(C#N)=C(N)O2 (centres undefined),i,0.6,-2%,-3%,-1%,-12%,1.2,70,-1.1%,2%,14%
O=C1c2ccccc2C(=O)N1OCc1c(F)cccc1Cl,i,0.3,-10%,-1%,-1%,14%,1.5,52,0.7%,-5%,0%
COc1ccc(CNC(=O)C(c2ccc(C)o2)N(C(=O)c2csnn2)c2ccc(C(C)C)cc2)cc1 (centres undefined),i,0.9,0%,20%,0%,0%,5.7,49,-2.0%,2%,0%

# Grouped by structure, those above containing a COOH group (two)
SMILES,Myeloid diff 2,Myeloid diff 2 GFP+ MAC1+ %,LYP inhibition,MgcRacGAP inhibition,Siah-1 displacement,GPR35 antagonists,NTR1 ag,NTR1 ag cell count 20 µM,HIV peptide binding,PhoP inhibition,GPR55 LPI antagonism
O=C(N[C@@H](Cc1ccc(O)cc1)C(=O)O)C(c1ccccc1)c1ccccc1,i,2.2,1%,9%,3%,-12%,0.5,62,-0.3%,-2%,7%
CCCCC[C@H](O)/C=C/C1=C(CCCCCCC(=O)O)C(=O)CC1,i,1.1,-1%,6%,6%,-10%,-0.8,59,28%,3%,4%

# More compounds follow.
SMILES,Myeloid diff 2,Myeloid diff 2 GFP+ MAC1+ %,LYP inhibition,MgcRacGAP inhibition,Siah-1 displacement,GPR35 antagonists,NTR1 ag,NTR1 ag cell count 20 µM,HIV peptide binding,PhoP inhibition,GPR55 LPI antagonism
N#Cc1cccc(NC(=O)COC(=O)c2ccccc2C(=O)c2ccc(Cl)c([N+](=O)[O-])c2)c1,?,nt,-5%,6%,-2%,6%,2.8,54,-4.4%,-1%,29%
CCCC(C(=O)NC(C)(C)CC)N(CC1CCCO1)C(=O)CNS(=O)(=O)c1ccc(F)cc1 (centres undefined),i,0.8,0%,10%,6%,-2%,0.0,37,-0.9%,-2%,6%
CCN(CC(=O)Nc1cccc(OC)c1)c1ncnc2sc(C)c(C)c12,i,1.5,-4%,8%,11%,6%,1.6,60,-1.3%,-1%,7%
CCC(C)[C@H](NC(=O)NCc1ccc(S(N)(=O)=O)cc1)C(=O)O (some centres undefined),i,0.3,1%,-1%,2%,11%,-0.4,53,0.8%,-5%,-1%
CCSc1nnc(NC(=O)CN(C)S(=O)(=O)c2ccc(F)cc2)s1,i,6.3,-5%,-2%,-1%,-3%,0.3,44,-0.7%,-8%,-1%
COc1cc2c(ccc3cc(OC)c(OC)c(O)c32)cc1O,i,3.6,-1%,?,23%,-1%,-2.5,87,19%,-6%,-12%
Cc1ccccc1NC(=O)NC1(C(=O)N2CCOCC2)CCCCC1,i,0.6,-13%,6%,3%,7%,-1.6,52,1.5%,5%,9%
CCOC(=O)N1CCC(NC(=O)c2cc3ccccn3n2)CC1,i,1.1,-8%,4%,-5%,13%,-0.2,53,3.1%,2%,7%
COc1ccc(OC)c(NC(=O)CNC(=O)c2cccs2)c1,i,1.4,-11%,0%,-1%,19%,-2.5,89,0.8%,15%,2%
